Source: PubChem BioAssay (several laboratories)
PKA-R1A activ – activators of PKA-R1A complex; activation, % at 11.4 µM; AID 504707; PKA-R1A dissociation, Cy5-IP20 fluorescence polarization; scaled: DMSO 0%, 113 µM cGMP 100%; hit rate 0.083% among 340,000;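 active = percent activation above the mean of all tested compounds plus 3 SD, cut at about 19% in these data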;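 note: higher means more PKAc released from R1A so a rise in polarization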
SUMO Mot1 rescue – inhibitors of SUMOylation pathway: yeast Mot1-301 growth rescue; S. cerevisiae Mot1-301 growth rescue, ATP luminescence, 38.5C; percent above DMSO median, 100 means doubled; growth rescue, % at 18.8 µM; hit rate 1% among 320,000; AID 2716;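 active = every valid replicate shows activation above 250% relative to neutral control wells; inactive = the rest, any valid replicate at or below 250%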;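 note: OY570 slx delta 5 strain wells were the positive control but not used for scaling; some compounds called inactive have numbers as strong as hits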
HTR5A inv ctr – HTR5A inverse agonism, opioid heterodimer counter-screen; P47898; HTR5A cell line, luminescence; inhibition, % at 9.3 µM; hit rate 0.083% among 340,000; in the data active = inhibition mostly above about 23%, no sharp cut-off; inactive = mostly below about 18%;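 note: 0% = cells with DMSO and 100% = no-cell wells with DMSO; some compounds called inactive have numbers as strong as hits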
HTR5A ag ctr – counter-screen for OPRM1-OPRD1 agonists: human HTR5A agonism. P47898. HTR5A agonist assay, luminescence, cell-based. activation, % at 9.3 µM. hit rate 0.61% among 340,000. AID 504692; in the data active = activation mostly above about 9.5%, no sharp cut-off; inactive = mostly below about 7.6%;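 note: 0% = cells with vehicle only and 100% = reference agonist; strong numbers were not always called active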
OPRM1-OPRD1 inv – inverse agonist of human OPRM1-OPRD1 heterodimerization. P35372+P41143. cell-based MOR-DOR heterodimer luminescence, inverse agonism. inhibition, % at 9.3 µM. hit rate 0.21% among 340,000; in the data active = inhibition above about 22%, passing the limit was not always enough;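 note: 0% = cells with DMSO and 100% = wells without cells with DMSO; values of inactives mirror those of a sister screen read the other way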
Target sequence (P35372 whole entry, looked up): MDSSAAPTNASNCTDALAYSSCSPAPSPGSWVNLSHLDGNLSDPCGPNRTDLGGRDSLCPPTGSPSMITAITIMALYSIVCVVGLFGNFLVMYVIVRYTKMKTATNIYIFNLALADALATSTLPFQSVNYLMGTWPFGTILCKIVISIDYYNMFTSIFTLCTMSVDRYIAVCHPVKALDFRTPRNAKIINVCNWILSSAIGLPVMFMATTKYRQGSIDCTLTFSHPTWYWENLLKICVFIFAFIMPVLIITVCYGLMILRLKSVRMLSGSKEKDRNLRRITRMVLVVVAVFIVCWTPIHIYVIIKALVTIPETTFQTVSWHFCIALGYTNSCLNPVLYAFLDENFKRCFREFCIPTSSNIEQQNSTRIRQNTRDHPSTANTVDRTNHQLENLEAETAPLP
Target sequence (P41143 whole entry, looked up): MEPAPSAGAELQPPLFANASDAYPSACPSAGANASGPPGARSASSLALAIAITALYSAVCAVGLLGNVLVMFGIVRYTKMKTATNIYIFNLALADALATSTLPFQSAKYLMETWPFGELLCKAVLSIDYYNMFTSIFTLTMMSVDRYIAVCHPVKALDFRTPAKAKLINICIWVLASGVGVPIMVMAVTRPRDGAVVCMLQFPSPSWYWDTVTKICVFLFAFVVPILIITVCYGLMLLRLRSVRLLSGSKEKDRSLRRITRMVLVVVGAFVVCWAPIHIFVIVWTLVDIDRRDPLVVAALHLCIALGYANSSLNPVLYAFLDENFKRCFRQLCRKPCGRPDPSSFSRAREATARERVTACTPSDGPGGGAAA
E coli growth – bacterial growth inhibition, counter-screen for AddAB inhibitors | AID 449728 | E. coli V3065 growth, OD600 absorbance, 18 h | hit rate 0.27% among 330,000 | inhibition, % at 11.9 µM;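 active = inhibition above the campaign's mean inhibition across all tested compounds plus 3 SD, cut at about 9.9% in these data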;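 note: uninfected addAB+ strain grown without phage in ampicillin broth; 0% = DMSO wells and 100% = ciprofloxacin 0.95 µg/ml wells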
MOR-DOR ag – OPRM1-OPRD1 heterodimerization agonism; AID 504326; hit rate 0.3% among 340,000; P35372+P41143; activation, % at 9.3 µM; cells, luminescence; in the data active = activation above about 18%;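 note: 0% = vehicle-treated cells and 100% = reference agonist; values of inactives mirror those of a sister screen read the other way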
PfHsp90 set2 – reduces growth (ATP signal) of yeast expressing P. falciparum Hsp90 | S. cerevisiae expressing PfHsp90, BacTiter-Glo ATP, 48 h; yeast lacking PDR1 and PDR3 efflux regulators | inhibition, % at 9.4 µM | hit rate 0.32% among 310,000;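 active = every replicate shows inhibition above about 80%, whatever the replicate mean, limit read from the data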;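 note: 0% = DMSO neutral controls and 100% = 20 µM radicicol positive controls; yeast relying on Plasmodium falciparum Hsp90 in place of its own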
phage Ecoli inh – E. coli growth loss with phage present | AID 651602 | growth absorbance | inhibition, % at 11.9 µM | hit rate 0.26% among 360,000; in the data active = inhibition above about 11%
AddAB inh – less growth of phage-infected E. coli with AddAB; inhibition, % at 11.9 µM; hit rate 0.29% among 330,000; AID 435030; E. coli expressing H. pylori AddAB, absorbance growth; in the data active = inhibition above about 12%;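 note: 0% = vehicle wells of infected cells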
Pemphigus Ab inh – inhibitors of pemphigus antibody binding to human desmoglein-3. P32926. DSG3-coupled beads, scFv-anti-DSG3-GFP binding, flow cytometry; stronger effect = lower value. binding (percent of control), % at 10 µM. hit rate 0.48% among 310,000. AID 588358;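 active = binding more than 3 SD below its plate's average and above zero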; note: some compounds called inactive have numbers as strong as hits
* marks the source's active call; other numbers are inactive results; · = not tested or not shown; & = joins results of further samples.

Every second line gives: phage Ecoli inh	OPRM1-OPRD1 inv	AddAB inh	HTR5A ag ctr	E coli growth	PKA-R1A activ	HTR5A inv ctr	Pemphigus Ab inh	MOR-DOR ag	SUMO Mot1 rescue	PfHsp90 set2
- O=C(NCc1ccc(F)cc1)C(=O)NCC1OCCCN1S(=O)(=O)c1cccs1 (centres undefined)
    4.3	12	-2.0	-2	-2.4	-8	-10	100	-2.2	-9	-1
- O=C(Nc1ccccc1N1CCOCC1)c1ccc(Cl)c(S(=O)(=O)N2CCCC2)c1
    0.8	17	0.9	15	-3.2	10	-37	90	-4.0	-4	-1
- O=C(/C=C/c1ccccc1)c1ccc2c3c(cccc13)CC2
    2.1	-10	2.6	-1	2.2	-3	-1	108	1.4	218	18
- CC(NC(=O)COC(=O)c1cc(S(=O)(=O)N2CCOCC2)ccc1F)c1ccccc1 (centres undefined)
    2.5	11	1.1	3	-1.2	0	-10	93	-2.1	2	-24
- COc1cc(Cl)c(C)cc1NC(=O)CSc1ccc(C)cc1
    ·	-35	0.8	1	1.5	3	3	104	6.7	15	-33
- O=C(NCCc1c[nH]c2ccccc12)C(=O)NCC1CCCO1 (centres undefined)
    4.7	7	4.4	-1	0.4	-5	-30	100	-1.3	-5	-36
- CCOc1[nH]n(-c2ccc(Cl)cc2)c(=O)c1C=NCC(=O)OC
    3.8	18	3.4	1	0.3	-5	13	86	-2.8	-8	·
- Cc1ccccc1NC(=O)Cn1c([N+](=O)[O-])cnc1C
    1.7	6	2.3	1	0.1	3	-2	99	-1.1	84	-25
- CN1/C(=C\C(=O)Nc2ccc(Br)cc2)C(C)(C)c2ccccc21
    5.9	-38	3.5	7	-0.3	-15	-19	83	7.6	118	9
- O=c1c2ccccc2nnn1CSc1nnc(C2COc3ccccc3O2)n1-c1ccccc1 (centres undefined)
    0.5	9	0.3	-2	2.7	5	-6	·	-1.5	2	5
- O=C(NC1CCCCCC1)c1cccc(COCC(F)(F)F)c1
    2.5	3	-1.2	3	-1.5	-1	-6	98	-0.5	-10	·
- CC1(C)SC(=S)N(/N=C/c2ccccc2)C1N(O)C(=O)Nc1ccc([N+](=O)[O-])cc1 (centres undefined)
    2.5	-33	2.7	-6	1.7	-3	2	·	5.4	4	9
- CC(C)c1ccc(OCC(O)CN2CCN(c3ccccc3)CC2)cc1 (centres undefined)
    3.0&1.4	-27&-68	0.1	-1&-2	-0.4	0&-8	2&-18	92&112	5.2&12	69	-24&19
- Nc1c(-c2cccc(Cl)c2)cnc2c(-c3ccccc3)cnn12
    -1.3	-22	-0.4	4	2.9	-6	-14	90	4.9	26	-4
- Cc1noc(C)c1COc1cccc(C(=O)OC(C)C(=O)Nc2c(C)n(C)n(-c3ccccc3)c2=O)c1 (centres undefined)
    1.8	2	-1.8	3	-3.0	-10	-9	119	-0.5	12	·
- O=C(COC(=O)c1ccc(Br)o1)NCc1ccc(F)cc1
    1.6	3	1.6	-7	-1.0	2	16	·	-0.7	190	14
- C=CCn1cc(C(=O)NCc2cccnc2)c(=O)c2cc(S(=O)(=O)N(CC)CC)ccc21
    2.1	5	2.9	-1	-0.5	3	2	115	-0.9	16	·
- COc1ccc(C(CNC(=O)COc2cccc(C)c2)N2CCCC2)cc1 (centres undefined)
    3.7	5	-0.9	-3	-1.2	-10	8	·	-1.2	57	8
- O=C(N/N=C/c1cccnc1)C1CCCCC1
    0.4	-2	0.9	-1	0.0	-10	2	97	0.5	17	-21
- COc1ccc(NC(=O)CCN2CCN(S(=O)(=O)c3ccc(Cl)cc3)CC2)cc1
    1.6	-7	-0.1	-2	0.5	-5	5	95	1.2	-24	·
- Cc1ccccc1Nc1sc(C(=O)Nc2cccc(Cl)c2)c(N)c1C(N)=O
    3.8	-6	·	1	·	-1	18	107	1.2	·	58
- CCOc1ccc(CCNC(=O)COC(=O)c2sccc2C)cc1OCC
    3.1	9	1.7	5	1.2	-1	-14	104	-1.8	9	-25
- O=Cc1c(NCc2ccc(Cl)cc2)c2ccccc2[nH]c1=O
    4.9	17	1.3	5	1.5	-10	-16	115	-3.3	6	9
- COc1ccc(C2=NOC(C(=O)Nc3c(C)n(C)n(-c4ccccc4)c3=O)C2)cc1 (centres undefined)
    2.1	13	2.8	7	0.8	2	-20	91	-2.6	-6	-8
- COc1nc(-c2ccccc2)cc(-c2ccccc2)n1
    4.1	-23	2.4	-5	-0.9	0	-23	·	5.1	-11	6
- CCOc1cc(NC(=S)Nc2ccccc2OC)c(OCC)cc1NC(=O)c1ccccc1C
    3.4	-8	2.6	4	-2.2	-4	-11	100	1.4	-3	-13
- O=C(CN1C(=O)NC2(CCCC2)C1=O)OCc1ccc(Cl)c(Cl)c1
    1.4	-1	1.4	2	-0.3	0	-4	96	0.2	-14	·
- COc1c(C(CC(C)C)OC(C)=O)ccc2c1C(=O)OCc1cc(C)cc(O)c1O2 (centres undefined)
    -0.1	-81	4.2	7	-3.3	-14	6	99	16	-10	-7
- NS(=O)(=O)c1ccc(-c2ccc(/C=N/Nc3ccc(C(=O)O)cc3)o2)cc1
    -0.1	7	0.0	2	-0.2	-13	-12	95	-1.3	8	0
- COc1ccc(-c2c(-c3cc(OC)cc(OC)c3)n(C)c3ccc(-c4ccc(OC)c(F)c4)cc23)cc1
    1.3	6	-0.6	0	3.6	-15	20	98	-0.9	-16	-6
- COCCNC(=O)Cn1cnc2c(cnn2-c2ccc(C)cc2)c1=O
    -0.1	8	1.9	-1	-1.1	-3	9	122	-1.4	12	-13
- CCN=C(NCC)SC1CC(=O)N(c2ccc(OCC)cc2)C1=O (centres undefined)
    2.9	3	0.3	-5	0.0	0	14	104	-0.6	-8	-5
- CCOc1ccc(CCNC(=O)COC(=O)c2c(C)nn(-c3ccccc3)c2C)cc1OCC
    0.2	12	1.9	-3	0.5	-2	21	117	-2.3	-8	-15
- CCN1CCN(c2cc(C)c3cc(NC(=O)CCC(=O)N4CCN(c5ccccc5OC)CC4)ccc3n2)CC1
    1.2	8	1.9	1	-2.3	1	10	·	-1.3	-6	-22
- CCCC(=O)N=C1SC2CS(=O)(=O)CC2N1c1ccc(C(C)=O)cc1 (centres undefined)
    1.8	9	-1.6	3	-1.1	0	4	102	-1.9	1	3
- CCOc1ccc(N2CC(C(=O)N3CCc4ccccc43)CC2=O)cc1 (centres undefined)
    3.8	3	1.4	-2	-1.6	-5	6	106	-0.6	4	10
- CCN(CC)CCNC(=O)Cn1c(-c2ccccn2)nc2ccccc21
    3.8	·	3.4	·	-1.3	-8	·	108	·	15	-14
- COc1ccc(C)cc1NC(=O)COC(=O)Cc1ccc(-c2ccccc2)cc1
    0.2	3	4.8	8	1.4	-12	-20	96	-0.5	-1	8
- O=C1COc2cc(ccc2[N+](=O)[O-])Oc2ccc(cc2Cl)C(=O)CCCCO1
    3.6	21	2.9	-1	1.1	-5	-19	98	-3.8	25	0
- COc1cc2c(cc1OC)CN(CC(=O)NC(=O)NCc1ccco1)CC2
    -0.4	7	1.8	5	-1.5	0	-27	103	-1.2	-10	-16
- CCCCOc1ccc(C2C3CN(C(=O)OCC)CC=C3C(C#N)=C(N)C2(C#N)C#N)cc1OC (centres undefined)
    3.0	6	0.9	2	0.4	1	-50	120	-1.1	45	-7
- COc1c(C)cc(S(=O)(=O)N2CCOCC2)c(C)c1C
    3.2	15	-1.4	1	-0.4	-3	20	104	-2.8	1	-22
- CCc1ccc(C(=O)C(C)OC(=O)Cc2n[nH]c(=O)c3ccccc23)cc1 (centres undefined)
    0.9	17	2.0	2	1.1	11	-1	104	-3.0	-20	1
- COc1cc(NC(=O)CN(C)S(=O)(=O)c2cccs2)cc(OC)c1
    1.1	-4	-2.7	1	-0.2	8	-4	110	0.8	-5	0
- COc1ccc(-c2cc(C(F)(F)F)nc(N3CCN(C)CC3)n2)cc1
    3.0	-36	2.2	2	0.5	-6	-8	·	5.7	-3	26
- COc1ccccc1OCCC(=O)NCc1ccc2c(c1)OCO2
    2.6	10	-1.6	0	-0.3	-4	1	102	-1.8	-8	3
- CC(C)(C)n1c(=O)[nH]c2c(c1=O)CCC2
    1.7	-8	3.5	-3	-1.6	5	-3	105	1.4	156	-17
- CCCCOc1cccc(-c2cc(C(=O)NNC(=S)NCC)c3ccccc3n2)c1
    3.0	6	0.3	4	-1.0	-2	-7	103	-1.2	-11	-14
- O=C(NCc1cccnc1)c1cccc(S(=O)(=O)N2CCOCC2)c1
    0.3	2	1.0	-5	-0.2	7	13	97	-0.6	-8	4
- Cc1cc(C(=O)CN2CC(C)OC(C)C2)c(C)n1-c1ccccc1 (centres undefined)
    1.6	9	1.2	3	-1.6	0	-8	99	-1.5	-7	-38
- CC1CCCCN1CC(=O)c1c[nH]c2ccccc12 (centres undefined)
    0.9	-4	-1.1	1	-0.2	9	-4	118	0.9	-20	7
- Cc1cccc(C(=O)NC(=O)Nc2c(C)cc(C)nc2C)c1
    -0.8	7	-0.5	-5	0.4	-5	12	110	-1.5	2	·
- O=C(c1c(F)cccc1F)N(C1CCCCC1)C1CCCCC1
    -0.1	-19	1.1	-2	3.2	4	7	100	4.0	5	20
- Cc1cc(Cl)c(S(=O)(=O)N2CCCCCC2)cc1OCC(=O)NC1CCCCC1
    0.9	-7	0.5	-1	0.2	-6	-19	99	1.3	214	-5
- O=c1[nH][nH]c(-c2ccccc2)c1C=Nc1ccc(OC(F)(F)F)cc1
    5.6	16	4.5	-4	0.9	9	-8	91	-2.5	-8	·
- Cc1c(NC(=O)COc2cccc3c2OC(C)(C)C3)c(=O)n(-c2ccccc2)n1C
    4.3	3	3.5	0	0.3	4	1	99	-0.6	-9	-4
- Cc1cc(Cl)ccc1C(=O)C1CCCN(C(=O)c2cnsn2)C1 (centres undefined)
    1.2	-6	-0.9	-4	-1.1	-1	-23	109	0.8	18	3
- COc1cccc(C(=O)NCCS(=O)(=O)N2CCCC2)c1
    -1.5	8	0.0	-1	-2.5	16	3	98	-1.3	-17	·
- Cc1ccccc1-n1ccnc1SCC(=O)NCc1ccco1
    0.9	14	1.3	1	-0.4	-12	16	·	-3.1	·	9
- COc1ccccc1CN(C)CC(=O)NC(=O)NC1CCCCC1
    -1.1	-3	0.4	1	-1.0	3	3	98	0.8	5	-5
- O=C(c1n[nH]c2ccccc12)N1CCCCC1
    3.0	0	0.9	6	3.0	9	-16	117	0.1	55	-59
- c1ccc(OCc2nc(-c3ccccc3)no2)cc1
    2.2	-6	-0.1	-2	0.6	-7	22	95	1.1	-17	-7
- CC(C)OC(=O)CC(=O)CSc1nc2c(cc1C#N)CCCCC2
    0.6	-19	2.6	-1	-0.1	-16	-10	·	3.1	-4	-19
